Compound activity deposited in PubChem BioAssay by several laboratories.
NALP1 inh: NALP1 inhibition. inhibition, % at 10 µM. S. cerevisiae NALP1/ASC/caspase-1 growth, X-gal OD620, 72 h. hit rate 0.61% among 280,000; in the data active means inhibition mostly above about 24%, no sharp cut-off; inactive means mostly below about 32%; further: some compounds called inactive have numbers as strong as hits
GPR7 antag: blocks human GPR7 receptor signaling. inhibition, % at 4.4 µM. hit rate 1.1% among 290,000. GPR7-expressing cells, fluorescence antagonist assay. AID 1861. P48145; in the data active means inhibition above about 16%, passing the limit was not always enough;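 further: cells stimulated with the agonist NPW; 0% = agonist with vehicle and 100% = vehicle without agonist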
MEKK2wt PB1 HTS: raises or lowers MEK5 binding to wildtype human MEKK2 PB1 domain. bead flow cytometry, Alexa488-MEK5 binding to MEKK2 WT; actives lie on both sides. Q9Y2U5. AID 1531. hit rate 1.1% among 290,000. binding response (% of control), % at 10 µM; in the data active means binding response below about 67% or above about 130%
GalR3 antagonist: antagonists of human GalR3; O60755; HEK293 GalR3-CNG cAMP membrane potential fluorescence; galR3 body fused to GalR1 C-terminus; inhibition, % at 3 µM; hit rate 0.44% among 360,000;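 active means inhibition above the screen-wide average plus 3 SD, cut at about 13% in these data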;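 further: forskolin and galanin both at EC90 stimulate the cells; cAMP rise reported by CNG channel membrane potential dye signal; 0% = forskolin plus galanin with DMSO and 100% = forskolin alone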
Target sequence (O60755 1-299 limits assumed): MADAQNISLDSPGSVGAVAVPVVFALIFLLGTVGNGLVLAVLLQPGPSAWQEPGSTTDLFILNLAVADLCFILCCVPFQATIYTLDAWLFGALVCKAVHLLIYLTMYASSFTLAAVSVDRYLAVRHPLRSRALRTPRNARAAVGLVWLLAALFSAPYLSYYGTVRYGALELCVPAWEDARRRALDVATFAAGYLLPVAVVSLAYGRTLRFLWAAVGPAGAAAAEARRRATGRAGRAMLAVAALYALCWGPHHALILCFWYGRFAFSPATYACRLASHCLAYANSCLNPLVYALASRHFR
MEKK2mut PB1 HTS: signal of MEK5 binding to mutant human MEKK2 PB1 domain | percent response, % at 10 µM | hit rate 0.35% among 290,000 | bead flow cytometry, Alexa488-MEK5 binding to MEKK2 mutant; in the data active means percent response above about 24%, passing the limit was not always enough; further: inactives centre near 1; some results filed as inactive read as strong as hits; reference of the scale not given here
OXTR ag: activates the human oxytocin receptor; P30559; AID 2435; hit rate 0.32% among 320,000; activation, % at 3 µM; CHO-OTR cells, Fluo-8 calcium fluorescence; normalized: DMSO 0%, oxytocin 100%;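 active means activation above the mean of all tested compounds plus 3 SD, cutoff set per screening run, cut at about 20% in these data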;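 further: peak over basal fluorescence ratio from a 100 s FLIPR kinetic read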
Target sequence (P30559 whole entry, looked up): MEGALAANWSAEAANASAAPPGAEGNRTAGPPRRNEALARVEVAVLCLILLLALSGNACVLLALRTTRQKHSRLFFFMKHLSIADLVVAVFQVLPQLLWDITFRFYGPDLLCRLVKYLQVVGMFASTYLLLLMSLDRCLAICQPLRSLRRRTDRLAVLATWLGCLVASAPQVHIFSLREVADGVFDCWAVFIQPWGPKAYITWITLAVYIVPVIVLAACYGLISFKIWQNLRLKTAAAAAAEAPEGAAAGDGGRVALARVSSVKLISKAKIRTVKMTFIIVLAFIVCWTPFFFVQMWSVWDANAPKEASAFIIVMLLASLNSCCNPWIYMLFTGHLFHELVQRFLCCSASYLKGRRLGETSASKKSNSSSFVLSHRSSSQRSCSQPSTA
OXTR potentiator: potentiates the human oxytocin receptor response; P30559; CHO-OTR cells, Fluo-8 calcium fluorescence, potentiator mode; 0% = oxytocin EC15, 100% = EC100; activation, % at 3 µM; hit rate 0.061% among 320,000; AID 2445;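 active means activation above that plate's cutoff, the mean activation of tested compounds plus 3 SD, cut at about 6.6% in these data, passing the limit was not always enough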;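 further: 100% uses oxytocin at 75 nM as the full agonist control; some results filed as inactive read as strong as hits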
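Assay system: CHO-OTR cells, human receptor / Also added: oxytocin at about EC15, sub-maximal agonist stimulus / Dosing: single dose, 3.0 µM nominal final compound concentration / Incubation: 6 min pre-incubation, 100 s read / Technique: Fluo-8 calcium dye fluorescence / Read-out: % activation vs EC15 and EC100 oxytocin / Benchmarks: EC15 oxytocin low, 75 nM oxytocin high / Replicates: singlicate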
M18AAP inhibitor: blocks P. falciparum M18 aspartyl aminopeptidase. hit rate 1.2% among 290,000. inhibition, % at 7.35 µM. recombinant PfM18AAP, H-Glu-NHMec fluorogenic cleavage. AID 1822;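 active means inhibition above the campaign mean inhibition over all tested compounds plus 3 SD, cut at about 28% in these data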;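 further: 0% = plate median of test compound wells and 100% = 2 mM ZnCl2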
V1R ag counter: V1a receptor agonism, counter-screen for OXTR agonists; AID 2797; hit rate 0.25% among 320,000; activation, % at 3 µM; CHO-V1R cells, Fluo-8 calcium fluorescence, agonist mode; 0% DMSO, 100% 3 nM vasopressin; P37288;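 active means activation above the mean activation of all tested compounds plus 3 SD, per screening run, cut at about 20% in these data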;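 further: signal is peak over basal fluorescence ratio across a 100 second FLIPR read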
Target sequence (P37288 whole entry, looked up): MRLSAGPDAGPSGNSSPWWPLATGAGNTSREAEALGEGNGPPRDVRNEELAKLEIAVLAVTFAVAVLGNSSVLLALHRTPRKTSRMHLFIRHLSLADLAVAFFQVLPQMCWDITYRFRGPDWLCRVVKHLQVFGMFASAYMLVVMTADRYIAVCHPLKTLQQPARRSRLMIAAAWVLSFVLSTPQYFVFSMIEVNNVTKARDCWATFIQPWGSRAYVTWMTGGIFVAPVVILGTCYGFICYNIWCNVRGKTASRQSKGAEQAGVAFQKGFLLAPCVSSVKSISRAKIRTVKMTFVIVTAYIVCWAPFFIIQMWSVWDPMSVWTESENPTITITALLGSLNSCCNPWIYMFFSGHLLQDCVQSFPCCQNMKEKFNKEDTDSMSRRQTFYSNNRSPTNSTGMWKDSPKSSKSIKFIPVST
Starred values were filed as active, the others as inactive; · = not tested or not shown; & = joins results of further samples.

SMILES	NALP1 inh	GPR7 antag	MEKK2wt PB1 HTS	GalR3 antagonist	MEKK2mut PB1 HTS	OXTR ag	OXTR potentiator	M18AAP inhibitor	V1R ag counter
Cc1ccc(N2C(=O)C(Cl)=C(N3CCOCC3)C2=O)c(C)c1	9	-20	105	-11	0	-1.2	-5	14	-0.2
CCOc1ccc(-c2c[n+]3c(n2-c2ccccc2)CCCCC3)cc1	3	25*	93	56*	-3	-1.0	-5	-2	0.9
CC1(c2ccc(Cl)cc2)NC(=O)N(CC(=O)N2CCCC2)C1=O (configuration not stated)	9	2	81	-6	-20	2.8	4	-1	2.3
O=C(NCc1ccc(F)cc1)c1cccc2c1C(=O)c1ccc(N3CCOCC3)cc1S2(=O)=O	·	·	·	0	·	3.1	-8	·	5.0
CC(=O)NC1(C(F)(F)F)C(=O)Nc2c1c(=O)[nH]c(=O)n2CC(C)C (configuration not stated)	-30	-11	91	-4	-7	0.2	-2	0	0.4
Cc1cccc(CSC2=NN3CCCC(=O)N=C3S2)c1	44	-1	94	·	11	-0.3	-9	-2	1.3
CCC(=O)c1ccc(OCC(=O)NC2CCN(Cc3ccccc3)CC2)cc1	·	·	·	-3	·	1.0	5	·	8.0
CN(CC(=O)Nc1ccc(Cl)cc1)CC(=O)Nc1ccc(F)c(F)c1F	36	8	104	-4	0	5.2	-12	-12	5.3
COc1cccc(OCC(O)CN2CCN(c3ccc(Cl)cc3)CC2)c1 (configuration not stated)	7	8	107	-7	-1	6.4	-20	-5	10
COc1ccc(C)cc1-n1ccn(CC(=O)Nc2ccc(Br)cc2F)c(=O)c1=O	·	·	·	-4	·	-0.2	1	·	0.3
NC(=NCCc1c[nH]c2ccccc12)NC(=O)c1ccc(F)cc1	·	-5	107	-4	-1	4.8	-16	4	1.9
Oc1ccc(Cl)cc1CNn1cnnc1	11	-16	102	0	3	0.6	2	23	0.7
N#Cc1cccc(NC(=O)COC(=O)c2cc(S(=O)(=O)Nc3ccccc3Cl)ccc2O)c1	·	·	·	-4	·	20*	-10	·	15
CCCC1=NN(c2ccc([N+](=O)[O-])cc2)C(=O)/C1=C/N(C)C	27	10	100	-3	0	-1.0	0	12	-0.8
COC(=O)Cn1c(CN2CCN(C(=O)c3ccco3)CC2)nc2c1c(=O)n(C)c(=O)n2C	12	3	95	-5	-8	-0.2	-3	8	-0.2
CCOC(=O)N1CCN(C(=O)CN2C(=O)NC(C)(c3ccc4ccccc4c3)C2=O)CC1 (configuration not stated)	·	·	·	-6	·	0.0	-3	·	0.1
Cc1ccc(NC(=O)CCn2cccc2)cc1Cl	-2	5	105	-3	1	-1.3	-23	2	-0.9
Nc1ccc(CNC(=O)OCC2c3ccccc3-c3ccccc32)cc1	·	·	106	-5	2	1.2	-10	·	1.2
N#Cc1ccc(C(=O)CSc2n[nH]c(=O)n2Cc2ccco2)cc1	·	-9	102	0	3	-0.4	-5	9	0.9
CCOC(=O)c1ccccc1NC(=O)CN(c1ccccc1C)S(C)(=O)=O	0	-12	100	-5	1	-2.3	-3	-7	-1.4
Cc1cc(Cl)nc(Cl)c1C(=O)N1CCOCC1	-1	-12	97	-5	1	-0.3	-11	2	-0.4
O=C(CCCn1c(SCc2cccc([N+](=O)[O-])c2)nc2ccccc2c1=O)NCC1CCCO1 (configuration not stated)	9	-5	92	-6	-8	1.6	-4	-7	0.1
O=S(=O)(c1cccc(C(F)(F)F)c1)N(CCCN1CCOCC1)Cc1cccs1	6&21	4&4	114&101	1&-2	2&-1	-0.8&0.2	-9&-4	6&8	0.2&-0.2
CCOc1ccc(S(=O)(=O)NCCC(=O)N2CCN(Cc3ccccc3)CC2)cc1	·	·	·	-2	·	-0.8	-8	·	-0.5
Cc1cc(=O)oc2cc(OCC(=O)Nc3nnc(C(C)C)s3)ccc12	18	14	99	-1	5	0.4	-12	10	1.7
CN(Cc1ccc(Cl)s1)C(=O)CCl	-40	3	95	-4	-4	0.0	-3	20	-0.5
CC(CCc1ccccc1)NS(=O)(=O)c1ccccc1 (configuration not stated)	-5	-11	103	-1	5	-2.4	-16	-12	-1.2
CC(Nc1cccnc1)=C(C#N)C#N	4	-1	93	-5	-8	0.3	-4	-5	2.5
c1ccc2c(N3CCOCC3)nc(N3CCOCC3)nc2c1	-72	-11	108	-4	2	-0.6	-6	7	0.3
CC(Nc1cccc(C(=O)NC2CC2)c1)c1nnc(-c2ccccc2)o1 (configuration not stated)	·	·	·	-6	·	0.0	-3	·	1.1
CCCNC(=O)/C(=C/c1cn(S(=O)(=O)N(C)C)c2ccccc12)NC(=O)c1ccc(OC)cc1	22	-5	101	0	2	-0.5	-13	2	-0.7
CCN(CC)c1ccc(NC(=O)CCS(=O)(=O)c2ccc(Br)cc2)c(C)c1	14	-13	109	-8	2	-0.3	-1	8	-0.1
NNC(=O)Cn1nc2n(c1=O)-c1ccccc1SC2	2	-4	94	-6	-4	-2.0	-3	-4	-0.4
C=C(C)CSc1nnc(-c2ccc(OC)cc2)n1N	-70	-1	102	-2	1	0.9	3	-1	1.1
S=C(NCc1ccccn1)Nc1ccccc1Cl	-2	-8	111	-2	6	-0.1	-3	11	0.1
COC(=O)c1cc(-c2ccccc2)n(CCN)c1C	·	·	107	6	3	2.7	-1	·	1.4
COc1ccccc1CCC(=O)Nc1cc(S(=O)(=O)N2CCOCC2)ccc1N1CCCC1	·	·	·	-1	·	-2.2	4	·	-1.3
O=C1Nc2ccccc2N(O)N1c1cc(-c2cccc(Cl)c2)no1	3	1	91	-2	-3	0.7	-10	8	-0.2
O=C(c1cc(S(=O)(=O)N2CCOCC2)ccc1Cl)N1CCC(Cc2ccccc2)CC1	·	·	·	-3	·	-0.1	-16	·	0.8
Cc1cc(N2CCN(C)CC2)nc2ccc(NC(=O)c3cccnc3Cl)cc12	-8	-9	113	-2	4	-0.4	-13	-7	-0.1
CC(=O)NCCc1cc2cc(C)c(C)cc2[nH]c1=O	7	-7	·	3	·	-0.6	-4	-5	1.5
COC(=O)CSc1nsc(SCC(=O)OC)c1C#N	25	-6	79	-5	-18	0.5	-3	3	0.7
CCOC(=O)c1[nH]c(C)c(C(=O)OCC(=O)N(C)C2CCS(=O)(=O)C2)c1C (configuration not stated)	-2	-10	89	-3	-10	0.5	-5	-2	0.0
Nc1cc(N)nc(SCC(=O)N2CCN(C(=O)c3ccco3)CC2)n1	-10	-7	99	4	2	-0.3	2	4	0.8
O=C(NCC1CCCO1)c1cn(Cc2ccccc2)nc1-c1ccc(Cl)cc1 (configuration not stated)	·	·	·	-5	·	0.1	-2	·	0.7
COc1ccc(-n2c(Cc3cccn3C)nnc2SCC(=O)Nc2ccccc2C)cc1	7	-11	97	0	-2	-0.1	-5	-10	-0.2
O=Cc1coc2c(ccc3ccccc32)c1=O	18	23	101	·	-2	0.5	-6	-10	0.1
O=C(OCc1nnc(-c2ccc(Br)cc2)o1)c1cncc(Br)c1	22	13	79	1	-13	-1.0	-18	0	-0.3
CCN(Cc1ccncc1)Cc1cn[nH]c1-c1cc(OC)c(OC)c(OC)c1	7	-1	99	5	-2	0.2	-12	-3	0.4
COC(=O)c1c(C)oc2ccc(OC(=O)c3cccs3)cc12	23	0	102	-2	4	-2.1	-14	3	-1.1
COc1cc(NC(=S)Nc2ccc(N(C)C(C)=O)cc2)cc(OC)c1	-6	2	104	-5	6	-0.8	-16	-7	0.0
COc1ccc(-c2oc3ccc(-c4cc(OC)c(OC)c(OC)c4)cc3c2-c2ccc(OC)nc2)cc1	2	-5	96	-7	-5	0.1	-2	-3	0.7
CCC/C=C1/CCCOC(C(=O)NCc2ccccc2)(C(F)(F)F)C1 (configuration not stated)	·	·	98	0	0	-2.1	-6	·	-1.0
Cc1ccc(NC(=O)COc2ccccc2C=O)cc1Cl	-2	-14	98	-1	-1	-0.6	-6	-1	3.1
COc1cc2ccccc2cc1C(=O)Nc1cc(C)ccn1	7	-8	96	-1	-2	-1.2	-11	2	-0.4
Cn1nnnc1SCc1cn2cccnc2n1	-2	9	104	-1	15	0.9	-1	-2	-0.1
O=C1CC(SCc2nc3ccccc3[nH]2)C(=O)N1c1ccc(F)c(Cl)c1 (configuration not stated)	-1	7	101	-3	-4	1.4	-9	1	-0.7
COc1cccc(OC)c1NC(=O)NC(=O)c1c(OC)c(Br)cc([N+](=O)[O-])c1OC	7	-10	99	-5	-2	-3.8	-10	-3	-1.1
CC(C)c1ccc(NC(=S)Nc2ccc(OC(F)(F)F)cc2)cc1	12	-6	94	-1	-3	-0.2	-4	5	-0.2
O=C(C1CCCN(Cc2ccccc2)C1)N1CCCCC1 (configuration not stated)	18	6	106	-4	3	0.2	-4	12	0.5

4 compounds picked at random from the list so far:
SMILES	NALP1 inh	GPR7 antag	MEKK2wt PB1 HTS	GalR3 antagonist	MEKK2mut PB1 HTS	OXTR ag	OXTR potentiator	M18AAP inhibitor	V1R ag counter
CCOc1ccc(S(=O)(=O)NCCC(=O)N2CCN(Cc3ccccc3)CC2)cc1	·	·	·	-2	·	-0.8	-8	·	-0.5
Cc1ccc(NC(=O)CCn2cccc2)cc1Cl	-2	5	105	-3	1	-1.3	-23	2	-0.9
CCCC1=NN(c2ccc([N+](=O)[O-])cc2)C(=O)/C1=C/N(C)C	27	10	100	-3	0	-1.0	0	12	-0.8
CC(=O)NCCc1cc2cc(C)c(C)cc2[nH]c1=O	7	-7	·	3	·	-0.6	-4	-5	1.5

Going on with the list:
SMILES	NALP1 inh	GPR7 antag	MEKK2wt PB1 HTS	GalR3 antagonist	MEKK2mut PB1 HTS	OXTR ag	OXTR potentiator	M18AAP inhibitor	V1R ag counter
COC(=O)CN(C#N)c1nc(NCc2ccccc2)nc(OC)n1	13	8	101	0	0	·	·	1	·
Cc1ccc(-c2nc(N)n(C(=O)Cc3ccccc3)n2)cc1	7	-7	·	-4	·	2.0	-10	-4	0.5
Oc1ccc2ccccc2c1Br	1	-13	88	·	2	1.9	-7	-1	0.3
CC1(C)Cc2c(c(-c3ccco3)nc3n[nH]c(N)c23)CO1	24	11	100	-4	-1	0.4	-4	9	-0.6
CCN1C(=O)c2ccccc2S(=O)c2ccc(C(=O)NCc3ccc(OC)cc3)cc21 (configuration not stated)	29	-12	101	-3	1	-0.3	0	-1	1.4
CC(C)C(NC(=O)CSCc1ccc([N+](=O)[O-])cc1)C(C)C	26	6	99	-4	1	-2.5	-2	2	-0.3
CCn1cc(NC(=O)Nc2ccccc2C(=O)OC)c(C(N)=O)n1	-6	-9	96	2	3	0.2	3	-3	-0.2
CN1C(=O)OC2(C)CCc3ccccc3C12C (configuration not stated)	-25	-3	105	-4	0	0.8	5	-4	0.8
O=C(COc1ccc(Br)cc1)N(Cc1ccco1)C1CCS(=O)(=O)C1 (configuration not stated)	-12	-5	101	6	3	1.9	6	-1	1.0
Cc1ccc(S(=O)(=O)/C(C#N)=C/c2c(N3CCN(Cc4ccccc4)CC3)nc3ccccn3c2=O)cc1	20	-15	92	-10	-4	-0.2	-8	-1	0.8
CC1=NN(c2ccc(C(=O)O)cc2)C(=O)/C1=C/c1ccc(-c2ccccc2F)o1	6	5	102	·	3	1.0	-6	7	-0.3
O=C(NCC1CCCO1)C1c2ccccc2Oc2ccccc21 (configuration not stated)	2	-5	98	0	-6	-0.8	5	-10	0.3

Outcome played no part in choosing rows; overall some 4.1% were active at least once.
